Screening results from PubChem BioAssay.
PERK inh = blocks human PERK kinase; 220,000 compounds, 0.17% hits; inhibition, % at 5.6 µM; Q9NZJ5; AID 1416; CHO PERK-DD fusion, SEAP luminescence translation reporter;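 active = inhibition above the mean inhibition of all tested compounds plus 3 SD, set separately per screening campaign, cut at about 2.9% in these data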;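 note: PERK kinase domain activated by AP20187 dimerizer at 100 nM; 0% = DMSO with dimerizer and 100% = rapamycin at 8.4 µM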
FXIa inh = inhibitors of human coagulation factor XIa | P03951 | purified FXIa, Boc-Glu-Ala-Arg-AMC fluorogenic substrate | inhibition, % at 5 µM | 220,000 compounds, 0.14% hits;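 active = inhibition of at least 40%; inactive = inhibition below 40%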;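 note: fluorescence of freed AMC excited at 355 nm; 0% = enzyme without compound and 100% = no enzyme blank; many of its hits are not listed in these tables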
m-calpain inh = calpain II (pig) inhibition | inhibition, % at 16 µM | 220,000 compounds, 0.37% hits | purified calpain II, fluorogenic peptide substrate, 30 min;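 active = inhibition above about 50%, limit read from the data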
thrombin 1536 = thrombin (human) inhibition. alpha-thrombin, Boc-VPR-AMC fluorogenic substrate cleavage. inhibition, % at 5 µM. 220,000 compounds, 0.26% hits;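 active = inhibition at or above 40%; inactive = inhibition below 40%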;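 note: 0% = enzyme with no compound and 100% = wells without enzyme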
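Material: Human alpha-thrombin protein | Buffer or medium: pH 7.5 Tris-saline with Tween 20 | Reagent: Boc-VPR-AMC substrate, 15 µM final | Schedule: Reaction at ambient temperature | Detection: AMC fluorescence at 355 nm excitation and 460 nm emission | Evaluation: Percent inhibition scaled between no-compound controls and no-enzyme blanks | Controls: no-compound enzyme wells and no-enzyme blanks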
KCC2 mod = modulates chloride dependent transport by human KCC2; Q9H2X9; KCC2 cells, thallium flux FluoZin-2 fluorescence; B-score of Tl+ flux slope (higher = more flux/activation; lower = inhibition) at 10 µM; 190,000 compounds, 2.2% hits; AID 1456;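 active = thallium flux slope and its plate-corrected score both differing from the plate sample mean at a set confidence after two filtering rounds, in either direction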;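 note: slope of fluorescence scaled to starting intensity during 10 to 20 s after thallium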
Rad51 HR inh = blocks human Rad51 in homologous recombination | hRad51 DNA strand exchange, fluorescence dequenching | AID 1385 | 200,000 compounds, 0.085% hits | inhibition, % at 10 µM | Q06609;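 active = inhibition above 40% at the single screening dose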;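 note: 0% = DMSO control wells and 100% = blanks with heterologous ssDNA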
Target sequence (Q06609 whole entry, looked up): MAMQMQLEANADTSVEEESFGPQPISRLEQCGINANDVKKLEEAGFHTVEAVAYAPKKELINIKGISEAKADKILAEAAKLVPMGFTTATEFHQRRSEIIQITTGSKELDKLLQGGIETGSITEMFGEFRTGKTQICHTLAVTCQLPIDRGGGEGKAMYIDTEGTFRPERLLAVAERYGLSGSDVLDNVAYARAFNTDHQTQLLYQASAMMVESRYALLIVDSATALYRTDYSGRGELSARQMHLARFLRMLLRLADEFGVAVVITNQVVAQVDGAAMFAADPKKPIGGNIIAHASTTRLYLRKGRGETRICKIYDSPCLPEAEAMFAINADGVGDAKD
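Material: hRad51 filaments on single-stranded DNA; Reagent: Donor/quencher-labelled 47-bp dsDNA substrate; Compound: 10 µM final, single point; Schedule: 37 °C 15-min filament assembly, 30-min compound preincubation, 15-min exchange; Technique: FRET fluorescence, excitation 485 nm, emission 520 nm; Benchmarks: control wells and blank wells on each plate.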
FXIIa inh 1536 = factor XIIa (human) inhibition | inhibition, % at 5 µM | purified FXIIa, Boc-QGR-AMC fluorogenic substrate, 2 h | 220,000 compounds, 0.3% hits | P00748; in the data active = inhibition above about 40%;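 note: 0% = enzyme with no compound and 100% = blank without enzyme; many of its hits are not listed in these tables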
Target sequence (P00748 20-372 limits assumed): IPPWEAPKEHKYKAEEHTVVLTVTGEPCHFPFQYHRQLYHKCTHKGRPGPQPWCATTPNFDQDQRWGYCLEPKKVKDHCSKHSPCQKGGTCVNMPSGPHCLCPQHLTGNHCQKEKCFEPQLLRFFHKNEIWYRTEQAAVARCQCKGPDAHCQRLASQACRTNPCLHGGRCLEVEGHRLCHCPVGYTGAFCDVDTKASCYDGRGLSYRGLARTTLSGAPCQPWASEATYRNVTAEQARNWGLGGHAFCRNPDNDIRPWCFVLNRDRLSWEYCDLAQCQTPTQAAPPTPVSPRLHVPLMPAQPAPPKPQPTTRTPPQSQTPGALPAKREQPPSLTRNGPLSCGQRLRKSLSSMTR
Target sequence (P00748 373-615 limits assumed): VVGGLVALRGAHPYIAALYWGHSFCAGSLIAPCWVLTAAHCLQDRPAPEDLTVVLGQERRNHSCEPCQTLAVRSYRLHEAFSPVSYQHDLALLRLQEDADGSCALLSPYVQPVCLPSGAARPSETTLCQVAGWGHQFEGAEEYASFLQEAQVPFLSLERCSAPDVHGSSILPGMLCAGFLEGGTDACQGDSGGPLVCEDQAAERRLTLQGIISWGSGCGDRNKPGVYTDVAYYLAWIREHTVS
Furin inhibitor = human furin inhibition. P09958. purified furin, fluorogenic substrate cleavage. inhibition, % at 30 µM. 220,000 compounds, 0.061% hits; in the data active = inhibition above about 25%; note: inactives centre near -15
KLK5 inh = inhibitors of human kallikrein 5 | recombinant hK5, fluorogenic AMC substrate cleavage | 210,000 compounds, 0.59% hits | inhibition, % at 5 µM | AID 873;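 active = inhibition of 40% or more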;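 note: 0% = enzyme controls without compound and 100% = no-enzyme blanks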
* marks the source's active call; other numbers are inactive results; i = inactive; · = no result given; & = joins results of further samples; [ ] = dose if it differs, or a comment. Not all compounds are listed; rates above refer to the full screens.

SMILES | PERK inh | FXIa inh | m-calpain inh | thrombin 1536 | KCC2 mod | Rad51 HR inh | FXIIa inh 1536 | Furin inhibitor | KLK5 inh
O=C(O)C(c1ccccc1)C1(O)CCCC1 (stereo unspecified) | 1.7 | 17 | -3 | -8 | 0.024 | 1 | 18 | -16 | -14
CC1CCCCN1C(=O)CSc1nc(N)cc(=O)[nH]1 (stereo unspecified) | 1.5 | -5 | -22 | -7 | -0.13 | 3 | 5 | -15[20 µM] | 14
Cc1c(N=C2NC(=O)C(CC(=O)Nc3ccc(Cl)cc3)S2)c(=O)n(-c2ccccc2)n1C (stereo unspecified) | 2.0 | -9 | 0 | -2 | -1 | -3 | 3 | 17[20 µM] | 0
NC(=O)C1(N2CCCCC2)CCN(C(=O)c2cccn3c(=O)c4cc(Cl)ccc4nc23)CC1 | -0.9 | -5 | i | -5 | 1.1 | · | 3 | -12 | -47
CCCC(=O)NCCc1ccc(S(N)(=O)=O)cc1 | 1.2 | 5 | 3 | 0 | 1.1 | -1 | 14 | -24[20 µM] | -7
Cc1ccccc1OCC(=O)Nc1ccc2c(c1)OCO2 | 0.0 | -2 | 27 | -3 | -0.68 | · | 0 | -23 | -5
CCOC(=O)c1c(C)nc(C)c(C(=O)OCC)c1-c1ccc(OC)cc1 | -0.6&-0.1 | 0&3 | 33&-21 | -6 | -0.43&0.059 | -1 | 4&17 | -5 | -4&-10
Cc1ccc(CN2CCN(C/C(Cl)=C/c3ccccc3)CC2CCO)o1 (stereo unspecified) | -0.4 | -6 | -18 | -9 | -1.3 | 1 | 6 | -9 | -1
CC(=O)Nc1ccc(S(=O)(=O)NCc2ccc(C(=O)NC(C)c3ccccc3)cc2)cc1 (stereo unspecified) | 1.4 | 8 | 3 | 1 | 0.013 | 4 | 8 | -17[20 µM] | -20
CCN(CC)CCn1c(=S)[nH]c2ccccc2c1=O | 0.6 | -3 | 21 | 0 | 0.89 | 0 | 2 | -18 | -16
Cc1cccc(NC(=S)NC(=O)/C=C/c2ccco2)c1 | -0.6 | 3 | 31 | 4 | -0.12 | · | 7 | -4 | 4
Cc1ccc(N=Nc2ccc(N)cc2C)c(S(N)(=O)=O)c1 | 0.2 | 2 | -12 | 2 | -0.83 | 13 | 9 | -1 | 2
O=C(CN1C(=O)CC(c2ccco2)Sc2ccccc21)NCc1ccc2c(c1)OCO2 (stereo unspecified) | -1.5 | -3 | -28 | -5 | -2.2 | · | 8 | -7 | -4
Cc1cccnc1NC(=O)CCCN1C(=O)c2ccccc2C1=O | 1.1 | -5 | 1 | -1 | 0.36 | -1 | 12 | -26[20 µM] | -23
COc1cc(CN(C(=S)NCC(=O)NC2CC2)C2CCCC2)cc(OC)c1OC | 0.1 | 10 | -3 | -5 | 0.74 | -1 | 16 | -13 | -19
Nc1ccc2nc(-c3cc(Cl)c(N)c(Cl)c3)[nH]c2c1 | 0.0 | 7 | i | -1 | -1.4 | -8 | 8 | -52[20 µM] | -8
COc1cc(CNCCc2ccccc2)ccc1OCC(=O)NC(C)(C)C | -0.5 | 5 | 14 | -1 | 0 | -7 | 13 | -8[20 µM] | -17
COc1cc2sc(C)nc2cc1C | -0.1 | -1 | 2 | -2 | 0.68 | -3 | 0 | -22 | -2
S=C(c1ccc(-c2ccc(Cl)cc2Cl)o1)N1CCCCC1 | -0.7 | 17 | 1 | -2 | -0.23 | 2 | 26 | -4[20 µM] | 28
COc1ccc(CCNc2nc(-c3ccco3)cc(C(F)(F)F)n2)cc1OC | -0.7 | 8 | 5 | 1 | · | -4 | 11 | -11 | 8
COc1ccc(C(=O)/C=C/c2ccc(O)cc2)c(O)c1CC=C(C)C | 0.9 | 8 | -35 | 6 | -0.41 | -5 | 19 | -14 | -4
C/C(CC(=O)NC(C)(C)C)=N\NC(=O)c1ccco1 | 0.1 | 0 | -4 | -9 | 0.55 | · | 4 | -21 | -28
CCN(CCCNC(=O)C1CCCN(S(=O)(=O)CC)C1)c1cccc(C)c1 (stereo unspecified) | -0.7 | -7 | 15 | 1 | · | 11 | 16 | -9 | 3
Cc1cc(C)nc(NC(=O)Cc2ccc([N+](=O)[O-])cc2)c1 | -0.8 | 0 | 28 | -3 | -1.1 | 0 | 1 | -5 | -8
COCCNC(=O)C(c1cccs1)N(C(=O)Cn1nnc2ccccc21)c1cccc(C)c1 (stereo unspecified) | -0.7 | 19 | 9 | -3 | · | 4 | 27 | -17 | -16
CC1(C(=O)NCc2cccnc2)CCC(=O)N1Cc1cccs1 (stereo unspecified) | 1.2 | -8 | -7 | -9 | 0.33 | · | 6 | -22 | -10
COc1ccc(-c2cc(-c3cc(C)ccc3O)[nH]n2)cc1 | 0.3 | -3 | -7 | -11 | 1 | -5 | 8 | -12 | 0
O=C(NCCCn1ccnc1)C1CC(c2cccc(Br)c2)=NO1 (stereo unspecified) | 0.1 | -6 | -16 | -5 | -0.37 | 12 | -14 | -10[20 µM] | -2
C=COCCNC(=O)Nc1ccc(Cl)cc1Cl | 0.0 | 13 | 7 | 13 | 0.55 | 2 | 16 | -14[20 µM] | 15
N#Cc1ccc(-n2c(-c3ccccc3)nnc2-c2ccccc2)cc1C#N | -0.8 | 2 | -38 | -1 | 0.0013 | -9 | 10 | -25[20 µM] | -24
O=C(CCS(=O)(=O)Cc1ccccc1F)NCc1ccccc1Cl | 0.3 | -10 | 13 | -18 | -1.1 | 4 | 3 | -25 | -6
Nc1nonc1C(=O)NCCNC(=O)c1ccccc1F | -0.6 | -1 | -3 | -2 | -0.35 | 1 | 7 | -27[20 µM] | -12
Cc1cnc(NC(=O)CC2CCCC2)s1 | 0.3 | 5 | -16 | -6 | 1.9 | 3 | 6 | -16 | -4
CCc1ccc(C2C3=C(CC(C)(C)CC3=O)OC3=C2C(=O)CC(C)(C)C3)cc1 | -0.2 | 3 | 11 | -5 | 0.58 | 3 | 12 | -16 | -13
O=C(NCCSc1ccccc1)c1ccccc1 | 1.8 | -6 | -15 | 0 | -0.68 | 3 | 0 | -7[20 µM] | 89*
O=c1[nH]c2ccc(Br)cc2c(-c2ccccc2)c1N1CCOCC1 | 1.2 | -3 | -83 | 6 | 0.036 | · | 6 | -19 | -7
CCOC(=O)c1c(NC(=O)CN2CCOCC2)sc2c1CCCC2=O | -1.3 | -5 | 12 | -1 | -0.26 | 3 | 0 | 4 | 5
CCN1C(=O)N(c2ccc(Cl)cc2)C(C)=CC1(C)C | 1.1 | 4 | 6 | 6 | 0.035 | · | 20 | -35[20 µM] | 0
COc1ccc(C2C(C#N)=C(N)OC3=C2C(=O)CC(C)(C)C3)cc1OC (stereo unspecified) | 0.1 | -6 | -4 | -17 | · | 4 | 4 | -16 | -5
Cc1ccc(N2CCN(C(=O)c3ccccc3)CC2)c(C)c1 | -1.1 | 8 | 0 | 4 | 0.024 | 4 | 19 | -12[20 µM] | -3
Cc1ccc(S(=O)(=O)N2CCOCC2)cc1NC(=O)COC(=O)c1ccccc1OCc1c(C)noc1C | -0.1 | -1 | 15 | -3 | 0.96 | · | 4 | -16 | -5
Cc1ccc(S(=O)(=O)N2CCN(c3nccnc3C#N)CC2)cc1 | -0.4 | -2 | 13 | -10 | -0.18 | · | 3 | -9 | -1
C=CCSc1nnc(-c2c[nH]c3ccccc23)n1CCOC | 1.1 | -15 | · | -7 | 0.19 | 0 | -15 | -29 | -13
Nc1nc(Br)c2c(F)cccc2c1-c1ccc(Cl)cc1 | 0.9 | 6 | -162 | 2 | · | 3 | 17 | -28[20 µM] | -16
CCOc1ccc(/C(O)=C2/C(=O)C(=O)N(CC3CCCO3)C2c2ccc(C)o2)cc1 (stereo unspecified) | 0.0 | 2 | -5 | 2 | -0.27 | -2 | 18 | 7 | -26
CC(CO)N1CCS(=O)(=O)CC1 (stereo unspecified) | 1.9 | -8 | 26 | -6 | 0.46 | -7 | -1 | -16[20 µM] | -1
COc1ccc(CSc2nc3ccccc3[nH]2)cc1 | -1.4 | -11 | 11 | -7 | 0.022 | -4 | -9 | 7[20 µM] | -1
COc1ccc(-c2[nH]ncc2-c2nc(C)cs2)c(O)c1 | 1.0 | 1 | -2 | -2 | 0.47 | · | 10 | -19 | ·
COc1ccc(OC)c(NC(=O)c2c(NC(=O)c3ccco3)sc3c2CCC3)c1 | 0.3 | 5 | -41 | 12 | 0.46 | 0 | 15 | -25[20 µM] | -12
O=C(Nc1ccc(N2CCOCC2)cc1)c1ccc(S(=O)(=O)NCc2ccco2)cc1 | -1.0 | 2 | 14 | 6 | -0.41 | -18 | 12 | -5 | 4
CCOC(=O)c1cc(-c2cc3ccccc3o2)nc2c1c(=O)[nH]c(=O)n2CCOC | 0.0 | -7 | i | -7 | 1.2 | 2 | -10 | -3 | -226
O=C(NCCc1ccccc1)c1ccco1 | 0.8 | -3 | -13 | 3 | 0.8 | 4 | 3 | -16[20 µM] | -9
CCCNC(=O)Nc1cc(OCC)c(N2CCOCC2)cc1OCC | -0.8 | 5 | 16 | 3 | 0.42 | 1 | 10 | -22 | 8
N/C(=N\OC(=O)c1cccc(Cl)c1)c1ccccn1 | 0.7 | 3 | 24 | -3 | -3.2 | 20 | 10 | -24 | -7
Cc1cccn2c(=O)c3cc(C(=O)NC4CCS(=O)(=O)C4)sc3nc12 (stereo unspecified) | 1.3 | -12 | -416 | -12 | -0.91 | · | -6 | -65 | -6
Cc1ccc2c(c1)N/C(=C(\C=C(/Cl)[N+](=O)[O-])[N+](=O)[O-])N2 | 0.7 | 4 | -33 | -5 | -0.068 | -34 | 5 | -19 | -3
O=C(CN1C(=O)c2ccccc2C1=O)c1ccccc1 | 0.8 | 0 | -23 | 0 | 0.45 | 5 | 17 | -3[20 µM] | 5
CCOC(=O)C1CN(S(=O)(=O)c2ccc(C)cc2)C1 | -0.1 | -9 | 53* | 7 | · | 0 | 6 | -13[20 µM] | -8
C#CCn1c(=NC(=O)c2ccc(S(=O)(=O)N3CCc4ccccc4C3)cc2)sc2cc(S(N)(=O)=O)ccc21 | 0.3 | -2 | -96 | -15 | -1.2 | -27 | -4 | -8 | -23
CCOC(=O)CSc1nnc(Cc2cc(=O)[nH]c(=O)[nH]2)n1-c1cccc(OC)c1 | 0.1 | -6 | -52 | -9 | · | -2 | 0 | -16 | 1
O=C(CSc1cccc[n+]1[O-])Nc1cc(S(=O)(=O)N2CCOCC2)ccc1N1CCOCC1 | 1.1 | 7 | 5 | -5 | 1.2 | 6 | 4 | -12 | -2
[O-]/C(=C(\C(=S)Nc1cccc2ccccc12)[n+]1ccccc1)c1ccc(Cl)s1 | 0.3 | 5 | -30 | -2 | -0.098 | 10 | 13 | -9 | -10

Part of the list above, showing only FXIIa inh 1536.
smiles,FXIIa inh 1536
CCCNC(=O)Nc1cc(OCC)c(N2CCOCC2)cc1OCC,10
CCOC(=O)CSc1nnc(Cc2cc(=O)[nH]c(=O)[nH]2)n1-c1cccc(OC)c1,0
Cc1ccc2c(c1)N/C(=C(\C=C(/Cl)[N+](=O)[O-])[N+](=O)[O-])N2,5
